Screens as filed in PubChem BioAssay.
GASC-1 inh = inhibitors of GASC-1 histone demethylase, primary screen, biochemical, fluorescence, DELFIA europium; Lysine-specific demethylase 4C (Homo sapiens), Q9H3R0; GST-JMJD2C(1-420) H3K9me3 demethylation; inhibition, % at 2.35 µM; 0.069% of 330,000 active; AID 2099, 2009;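 active = more than half of a compound's replicate wells show inhibition beyond 50%, single wells judged on their own value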;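 also: signal counts dimethyl H3K9 product captured on neutravidin plate; 0% = median of DMSO wells and 100% = 0.3 times that DMSO median; strong numbers were not always called active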
Target sequence (Q9H3R0 1-420 limits assumed): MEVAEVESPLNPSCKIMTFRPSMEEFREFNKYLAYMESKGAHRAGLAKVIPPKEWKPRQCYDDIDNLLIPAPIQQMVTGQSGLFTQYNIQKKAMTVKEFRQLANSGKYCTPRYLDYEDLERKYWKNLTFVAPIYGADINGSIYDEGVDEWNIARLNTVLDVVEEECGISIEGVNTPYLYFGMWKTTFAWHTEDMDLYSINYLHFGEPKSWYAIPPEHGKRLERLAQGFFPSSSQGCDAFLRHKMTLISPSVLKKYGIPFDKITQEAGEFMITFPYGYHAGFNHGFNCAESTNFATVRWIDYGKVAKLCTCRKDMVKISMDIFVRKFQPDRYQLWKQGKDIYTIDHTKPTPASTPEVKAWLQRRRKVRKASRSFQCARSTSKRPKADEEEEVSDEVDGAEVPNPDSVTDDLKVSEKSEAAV
core dimer inh = inhibitors of HCV core protein dimerization, primary screen, biochemical, TR-FRET, high-throughput. TR-FRET GST/Flag-core106 dimerization, 1536-well. inhibition, % at 5 µM. 0.33% of 300,000 active. AID 1899, 2009;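 active = inhibition above the mean of all tested compounds plus 3 SD, set per screening campaign, cut at about 45% in these data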
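Assay system – GST-tagged and Flag-tagged HCV core protein residues 1-106 · Quantity – core106 proteins, GST 13.5 nM and Flag 17 nM · Benchmarks – unlabelled core106 and no-GST-core106 wells · Read-out basis – percent inhibition of core106 dimerization signal · Detection – time-resolved FRET, ex 340 nm, em 617 and 671 nm · Schedule – 4 h at 22.5 °C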
PREPL inhibitor = PREPL enzyme inhibitors, primary screen, biochemical, fluorescence polarization; Prolyl endopeptidase-like (Homo sapiens), Q4J6C6; recombinant PREPL, fluorescence polarization activity-based probe; inhibition, % at 5.96 µM; 0.68% of 320,000 active; AID 2751, 2010; in the data active = inhibition above about 43%;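 also: 0% = enzyme with DMSO and 100% = wells lacking enzyme; many of its hits are not listed in these tables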
PP5 primary = PP5 phosphatase inhibitors, primary screen, biochemical, fluorescence; Serine/threonine-protein phosphatase 5 (Homo sapiens), P53041; purified PP5c, OMFP substrate fluorescence; inhibition, % at 6.7 µM; 0.18% of 320,000 active; AID 1987, 2009;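 active = inhibition above the campaign's mean inhibition across all tested compounds plus 3 SD, cut at about 9.5% in these data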;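 also: 0% = DMSO only and 100% = 100 µM cantharidin control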
LYPLA2 inh = LYPLA2 inhibitors, primary screen, counter-screen for PME1 inhibitor project, biochemical, fluorescence polarization, FP-Rh probe ABPP; Acyl-protein thioesterase 2 (Homo sapiens), O95372; recombinant LYPLA2; inhibition, % at 5.9 µM; 0.38% of 320,000 active; AID 2177, 2009;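 active = inhibition above the screen-wide mean plus 3 SD, limit set per campaign, cut at about 26% in these data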;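 also: 0% = LYPLA2 with DMSO and 100% = wells lacking LYPLA2 enzyme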
Target sequence (O95372 whole entry, looked up): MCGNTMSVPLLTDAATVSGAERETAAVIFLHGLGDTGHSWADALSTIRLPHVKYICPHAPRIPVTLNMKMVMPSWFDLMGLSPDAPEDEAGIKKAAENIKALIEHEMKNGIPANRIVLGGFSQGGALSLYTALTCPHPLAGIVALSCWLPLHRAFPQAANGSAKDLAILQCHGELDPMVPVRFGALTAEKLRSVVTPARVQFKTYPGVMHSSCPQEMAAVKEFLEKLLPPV
Fh CTSL1 inh = Fasciola hepatica cathepsin L1 inhibitors, primary screen, counter-screen for PFM18AAP inhibitor project, biochemical, QFRET, fluorogenic peptide substrate; recombinant F. hepatica cathepsin L1, Z-Leu-Arg-MCA fluorescence; inhibition, % at 5.96 µM; 0.49% of 300,000 active; AID 1906, 2009;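 active = inhibition above the mean of all tested compounds plus 3 SD, set per screening campaign, cut at about 17% in these data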;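 also: 0% = plate median of test compound wells and 100% = 1 µM Z-Phe-Ala-diazomethylketone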
Efflux pump mplx = inhibitors of Candida efflux pumps in yeast, primary screen, S. cerevisiae, Nile Red, multiplex | S. cerevisiae Candida pump triplex | inhibition, % at 10 µM | 0.44% of 330,000 active | AID 485275, 2010;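 active = plate passing quality check with inhibition over a set limit, or well fluorescence over plate mean plus 4 SD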;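 also: Nile Red retained in pooled yeast measured as flow cytometry median fluorescence; 0% = buffer negative control and 100% = Enniatin B positive control; higher means more Nile Red kept so more efflux inhibition; some compounds called inactive have numbers as strong as hits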
TPT1 inhibitor = Candida albicans TPT1 enzyme inhibitors, primary screen, biochemical, fluorescence polarization; inhibition, % at 5 µM; 0.81% of 300,000 active; recombinant caTPT1, FP RNA substrate dephosphorylation; tRNA 2'-phosphotransferase TPT1 (Candida albicans SC5314);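 active = inhibition above the mean of all tested compounds plus 3 SD, set per screening campaign, cut at about 24% in these data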;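 also: plate controls were DMSO alone for no effect and ferristatin control at 100 nM for full effect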
PP1 inh = PP1-alpha phosphatase inhibitors, primary screen, counter-screen for PP5 inhibitor project, biochemical, fluorescence, OMFP substrate, single point; 0.9% of 320,000 active; purified PP1alpha; inhibition, % at 6.7 µM; AID 2235, 2010;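 active = inhibition above the mean inhibition of all tested compounds plus 3 SD, computed separately for each screening campaign, cut at about 15% in these data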
Target sequence (P62136 whole entry, looked up): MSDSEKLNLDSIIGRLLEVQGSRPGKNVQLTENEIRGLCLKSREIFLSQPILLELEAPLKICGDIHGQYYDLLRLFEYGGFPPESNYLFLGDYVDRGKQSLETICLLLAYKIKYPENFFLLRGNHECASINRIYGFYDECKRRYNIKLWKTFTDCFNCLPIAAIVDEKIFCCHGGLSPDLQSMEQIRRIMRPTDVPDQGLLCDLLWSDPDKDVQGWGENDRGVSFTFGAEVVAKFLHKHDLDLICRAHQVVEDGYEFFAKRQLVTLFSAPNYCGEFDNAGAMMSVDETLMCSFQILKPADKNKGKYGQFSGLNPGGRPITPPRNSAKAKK
Starred values were filed as active, the others as inactive.

CN(Cc1ccccc1)S(=O)(=O)c1ccc(S(=O)(=O)N(Cc2ccc(F)cc2)C2CCCC2)cc1 was read as GASC-1 inh -1, core dimer inh -4, PREPL inhibitor 1, PP5 primary 3.0, LYPLA2 inh 7, Fh CTSL1 inh 1, Efflux pump mplx 0.1, TPT1 inhibitor -2 and PP1 inh 2.
Screening O=C1C2C(C(=O)N1CCN1CCN(Cc3ccc([N+](=O)[O-])cc3)CC1)[C@H]1C=C[C@@H]2C1 (stereo not given in full) returned GASC-1 inh 7, core dimer inh 5, PREPL inhibitor 2, PP5 primary -0.2, LYPLA2 inh -7, Fh CTSL1 inh -2, Efflux pump mplx 0.1, TPT1 inhibitor 0 and PP1 inh -6.
`O=C1CC(SCc2nc3ccccc3[nH]2)C(=O)N1c1cccc(Cl)c1` (stereo not given) gave GASC-1 inh 3, core dimer inh -4, PREPL inhibitor -3, PP5 primary 2.6, LYPLA2 inh -4, Fh CTSL1 inh -1, Efflux pump mplx -0.1, TPT1 inhibitor 2 and PP1 inh 8.
`O=C(NCC(=O)N(Cc1ccco1)C(C(=O)NC1CCCC1)c1cccnc1)c1cccs1` (stereo not given) gave GASC-1 inh 1, core dimer inh 4, PREPL inhibitor -1, PP5 primary -0.4, LYPLA2 inh -3, Fh CTSL1 inh -1, Efflux pump mplx 0.1, TPT1 inhibitor -3 and PP1 inh -2.
O=C(CN(Cc1ccccc1)C(=O)CCC(=O)Nc1nccs1)NCc1ccccc1 was read as GASC-1 inh -4, core dimer inh 2, PREPL inhibitor -6, PP5 primary -0.5, LYPLA2 inh 7, Fh CTSL1 inh -4, Efflux pump mplx -0.1, TPT1 inhibitor -1 and PP1 inh 2.
`CCOc1ccccc1N(C)C(=O)c1cc2c(=O)n(CC)c3ccccc3c2s1` gave GASC-1 inh 4, core dimer inh 10, PREPL inhibitor 6, PP5 primary 2.6, LYPLA2 inh -1, Fh CTSL1 inh 4, Efflux pump mplx -0.1, TPT1 inhibitor -2 and PP1 inh 9.
CN(C)CCN(Cc1cc2cc3c(cc2[nH]c1=O)OCO3)C(=S)NCC1CCCO1 (stereo not given) was read as GASC-1 inh -16, core dimer inh 5, PREPL inhibitor 13, PP5 primary 2.3, LYPLA2 inh -3, Fh CTSL1 inh 1, Efflux pump mplx 0.2, TPT1 inhibitor 3 and PP1 inh 4.
For CCc1ccc2[nH]c(=O)c(CN(CCCN3CCOCC3)C(=O)Nc3cccc(Cl)c3)cc2c1 the results were GASC-1 inh 0, core dimer inh -1, PREPL inhibitor -15, PP5 primary 5.0, LYPLA2 inh -11, Fh CTSL1 inh 1, Efflux pump mplx 0.1, TPT1 inhibitor -2 and PP1 inh 0.
Screening O=C(CN1CCCCC1)NNc1nc(-c2ccccc2)c2cc(Br)ccc2n1 returned GASC-1 inh 0, core dimer inh 1, PREPL inhibitor -7, PP5 primary -0.2, LYPLA2 inh 4, Fh CTSL1 inh 5, Efflux pump mplx 0.0, TPT1 inhibitor 4 and PP1 inh -2.
`Cc1[nH]n(-c2ccccc2)c(=O)c1-c1cccc(Cl)c1` gave GASC-1 inh -2, core dimer inh -13, PREPL inhibitor 5, PP5 primary 2.3, LYPLA2 inh -7, Fh CTSL1 inh 6, Efflux pump mplx 0.1, TPT1 inhibitor 0 and PP1 inh -5.
O=C(COc1coc(CN2CCN(c3ccccc3)CC2)cc1=O)NC1CCCC1 was read as GASC-1 inh -1, core dimer inh -3, PREPL inhibitor 9, PP5 primary -2.9, LYPLA2 inh -1, Fh CTSL1 inh 0, Efflux pump mplx 0.0, TPT1 inhibitor -2 and PP1 inh -5.
`O=S1(=O)c2ccccc2N=NN1Cc1cc(Cl)cc(Cl)c1` gave GASC-1 inh -3, core dimer inh 46*, PREPL inhibitor -11, PP5 primary -1.5, LYPLA2 inh 3, Fh CTSL1 inh 2, Efflux pump mplx -0.1, TPT1 inhibitor -1 and PP1 inh 2.
For CC(=O)Nc1cccc(-c2nnc3c4ccccc4c(C)nn23)c1 the results were GASC-1 inh 6, core dimer inh -2, PREPL inhibitor 9, PP5 primary 2.1, LYPLA2 inh -2, Fh CTSL1 inh -9, Efflux pump mplx 0.1, TPT1 inhibitor 2 and PP1 inh -4.
`CCCCCN(CCCCC)C(=O)C(CCC(=O)O)NC(=O)c1ccc(Cl)c(Cl)c1` (stereo not given) gave GASC-1 inh 3, core dimer inh 10, PREPL inhibitor -5, PP5 primary 2.2, LYPLA2 inh 1, Fh CTSL1 inh 2, Efflux pump mplx -0.1, TPT1 inhibitor -1 and PP1 inh 3.
`N#Cc1ccccc1OCC(=O)N(Cc1nnc(-c2ccccc2Cl)o1)C1CC1` gave GASC-1 inh 5, core dimer inh 11, PREPL inhibitor -1, PP5 primary -1.2, LYPLA2 inh -3, Fh CTSL1 inh -5, Efflux pump mplx 0.0, TPT1 inhibitor 1 and PP1 inh 15.
CCC(=O)Nc1cccc(-c2cn3ccsc3n2)c1 was read as GASC-1 inh 0, core dimer inh 3, PREPL inhibitor 16, PP5 primary 0.8, LYPLA2 inh -5, Fh CTSL1 inh 5, Efflux pump mplx 0.0, TPT1 inhibitor 2 and PP1 inh -3.
`Cc1ccc(Sc2nc([N+](=O)[O-])nn2C)cc1` gave GASC-1 inh 7, core dimer inh 5, PREPL inhibitor 1, PP5 primary -1.6, LYPLA2 inh 4, Fh CTSL1 inh 2, Efflux pump mplx -0.1, TPT1 inhibitor 4 and PP1 inh -4.
For COC(=O)C1=C(C)N(Cc2ccccc2)C(=NCc2cc(OC)c(OC)c(OC)c2)N[C@H]1c1cccc(F)c1 the results were GASC-1 inh 1, core dimer inh 10, PREPL inhibitor 19, PP5 primary 1.5, LYPLA2 inh -2, Fh CTSL1 inh 2, Efflux pump mplx 0.1, TPT1 inhibitor 5 and PP1 inh 0.
Screening Cc1ccc(C(=O)NC(N(C)C)C(Cl)(Cl)Cl)cc1 (stereo not given) returned GASC-1 inh 0, core dimer inh -8, PREPL inhibitor 8, PP5 primary 2.7, LYPLA2 inh 3, Fh CTSL1 inh -1, Efflux pump mplx 0.2, TPT1 inhibitor 3 and PP1 inh -7.
For COc1ccc([N+](=O)[O-])cc1N(CC(=O)N1CCN(Cc2ccccc2)CC1)S(C)(=O)=O the results were GASC-1 inh -33, core dimer inh 6, PREPL inhibitor -2, PP5 primary 0.8, LYPLA2 inh -4, Fh CTSL1 inh -5, Efflux pump mplx -0.1, TPT1 inhibitor 0 and PP1 inh -4.
O=C(N/N=C1\CCCc2oc(C(=O)O)cc21)c1ccccc1 was read as GASC-1 inh -11, core dimer inh 3, PREPL inhibitor -1, PP5 primary 0.0, LYPLA2 inh -1, Fh CTSL1 inh -1, Efflux pump mplx -0.1, TPT1 inhibitor -6 and PP1 inh -2.
For O=C(Nc1ccc(F)cc1F)c1cc(=O)n(-c2ccccc2)c(=O)[nH]1 the results were GASC-1 inh -8, core dimer inh -1, PREPL inhibitor 3, PP5 primary -1.1, LYPLA2 inh 1, Fh CTSL1 inh -3, Efflux pump mplx 0.0, TPT1 inhibitor -4 and PP1 inh -1.
C/C(CC(=O)NC1CCCC1)=N\NC(=O)Cc1csc(N)n1 was read as GASC-1 inh -3, core dimer inh -8, PREPL inhibitor 1, PP5 primary 0.7, LYPLA2 inh 2, Fh CTSL1 inh -2, Efflux pump mplx 4.0, TPT1 inhibitor 0 and PP1 inh -1.
C#CCOc1c(/C=C\c2nc(O)c([N+](=O)[O-])c(=O)[nH]2)cc(Br)cc1OC was read as GASC-1 inh 6, core dimer inh 33, PREPL inhibitor -4, PP5 primary -1.2, LYPLA2 inh 3, Fh CTSL1 inh 2, Efflux pump mplx 0.0, TPT1 inhibitor 1 and PP1 inh 2.
`COc1cccc(NC(=O)COc2cccc(-n3cnnn3)c2)c1` gave GASC-1 inh -3, core dimer inh 6, PREPL inhibitor 5, PP5 primary -1.5, LYPLA2 inh 1, Fh CTSL1 inh 1, Efflux pump mplx 0.1, TPT1 inhibitor -2 and PP1 inh -5.
COc1cc2c(cc1OC)C(C)N(C(=O)c1cc3c(C)cc(C)cc3[nH]1)CC2 (stereo not given) was read as GASC-1 inh -2, core dimer inh 10, PREPL inhibitor 3, PP5 primary 7.1, LYPLA2 inh 3, Fh CTSL1 inh 1, Efflux pump mplx -0.1, TPT1 inhibitor 3 and PP1 inh 7.
COc1ccccc1OCC(=O)Nc1cccc(N(C)S(C)(=O)=O)c1 was read as GASC-1 inh -15, core dimer inh -7, PREPL inhibitor 6, PP5 primary 1.3, LYPLA2 inh 1, Fh CTSL1 inh -3, Efflux pump mplx -0.1, TPT1 inhibitor -2 and PP1 inh -5.
Screening Cc1ccccc1N1CCN(C2CCCN(C(=O)c3csc(C(C)C)n3)C2)CC1 (stereo not given) returned GASC-1 inh 5, core dimer inh 3, PREPL inhibitor 34, PP5 primary -0.9, LYPLA2 inh -2, Fh CTSL1 inh 1, Efflux pump mplx 0.1, TPT1 inhibitor 0 and PP1 inh -5.
CCOc1ccc(OCC)c(NC(=O)C2CCCN(S(=O)(=O)c3ccc(C)cc3)C2)c1 (stereo not given) was read as GASC-1 inh 9, core dimer inh 2, PREPL inhibitor 14, PP5 primary 0.9, LYPLA2 inh -4, Fh CTSL1 inh 1, Efflux pump mplx -0.2, TPT1 inhibitor -5 and PP1 inh -3.
`O=C(COC(=O)c1ccc[n+]([O-])c1)Nc1c(Br)cc([N+](=O)[O-])cc1Br` gave GASC-1 inh 9, core dimer inh 24, PREPL inhibitor 7, PP5 primary -2.4, LYPLA2 inh 6, Fh CTSL1 inh 0, Efflux pump mplx 0.0, TPT1 inhibitor 2 and PP1 inh 1.
`Cc1ccc[n+](C(C)C(=O)Nc2ccc([N+](=O)[O-])cc2C)c1` (stereo not given) gave GASC-1 inh 3, core dimer inh 2, PREPL inhibitor 11, PP5 primary -0.2, LYPLA2 inh 1, Fh CTSL1 inh 1, Efflux pump mplx -0.1, TPT1 inhibitor -1 and PP1 inh -3.
For c1ccc(-c2nc3ccccn3c2NCc2ccc3c(c2)OCO3)cc1 the results were GASC-1 inh -2, core dimer inh 0, PREPL inhibitor 0, PP5 primary 1.6, LYPLA2 inh -1, Fh CTSL1 inh -1, Efflux pump mplx 0.0, TPT1 inhibitor -4 and PP1 inh -1.
COc1ccc(Oc2cc(C(F)(F)F)nc(N(C)C)n2)cc1 was read as GASC-1 inh -4, core dimer inh -2, PREPL inhibitor -4, PP5 primary -0.4, LYPLA2 inh -3, Fh CTSL1 inh 0, Efflux pump mplx -0.2, TPT1 inhibitor -3 and PP1 inh -2.
Screening COC(=O)[C@H]1C[C@@H]1[C@H](NC(=O)c1cc(C)on1)c1ccccc1 returned GASC-1 inh 9, core dimer inh -13, PREPL inhibitor 17, PP5 primary 4.9, LYPLA2 inh 8, Fh CTSL1 inh -2, Efflux pump mplx -0.1, TPT1 inhibitor 2 and PP1 inh -6.

A portion of the library, so the mix of outcomes need not match the whole.
